Screening results (PubChem BioAssay)
RTF Ca sens act: increases calcium sensitivity of human cardiac regulated thin filaments. P19429+P45379. 340,000 tested, 0.24% active. activation, % at 7.2 µM. AID 493008. IANBD-labeled TnC RTF fluorescence at EC20 calcium; 0% EC20 calcium, 100% full calcium;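 active means activation above the mean over all tested compounds plus 3 SD, cut at about 30% in these data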;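 further: rise in fluorescence read as greater calcium sensitivity of cardiac thin filaments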
Wnt bcat act: activates Wnt/beta-catenin signaling in a reporter cell assay; activator, plate reader; activation, % at 9.35 µM; 300,000 tested, 1.2% active; AID 743398; in the data active means activation above about 30%, passing the limit was not always enough;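 further: 0% = neutral control wells and 100% = positive control wells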
Pemphigus Ab inh: inhibitors of pemphigus antibody binding to human desmoglein-3. P32926. DSG3-coupled beads, scFv-anti-DSG3-GFP binding, flow cytometry; stronger effect = lower value. binding (percent of control), % at 10 µM. 310,000 tested, 0.48% active. AID 588358;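 active means binding more than 3 SD below its plate's average and above zero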;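 further: hits lower antibody fragment binding to DSG3; some compounds called inactive have numbers as strong as hits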
LANA DNA inh: inhibitors of KSHV LANA C-terminal domain DNA binding. MBP-C-LANA/FAM-LBS DNA binding, fluorescence polarization. inhibition, % at 9 µM. 340,000 tested, 0.078% active. AID 504423;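 active means highest replicate inhibition at or above 60% at 9 µM, even if other replicates fall short; inactive means all replicates below 60% inhibition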;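 further: 0% = neutral control wells and 100% = 4 µM acridine orange control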
Keap1-Nrf2 PPI: Keap1-Nrf2 (human) interaction inhibition. 340,000 tested, 0.15% active. Q14145. inhibition, % at 9.4 µM. Keap1 Kelch-Nrf2 peptide fluorescence polarization, 1536-well. AID 504523; in the data active means inhibition above about 12%;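 further: human Keap1 Kelch domain with fluorescein labeled Nrf2 9mer peptide probe; 0% = neutral control wells and 100% = peptide positive control; higher means more block of Keap1 binding to Nrf2 peptide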
Target sequence (Q14145 whole entry, looked up, the tested form may be a part): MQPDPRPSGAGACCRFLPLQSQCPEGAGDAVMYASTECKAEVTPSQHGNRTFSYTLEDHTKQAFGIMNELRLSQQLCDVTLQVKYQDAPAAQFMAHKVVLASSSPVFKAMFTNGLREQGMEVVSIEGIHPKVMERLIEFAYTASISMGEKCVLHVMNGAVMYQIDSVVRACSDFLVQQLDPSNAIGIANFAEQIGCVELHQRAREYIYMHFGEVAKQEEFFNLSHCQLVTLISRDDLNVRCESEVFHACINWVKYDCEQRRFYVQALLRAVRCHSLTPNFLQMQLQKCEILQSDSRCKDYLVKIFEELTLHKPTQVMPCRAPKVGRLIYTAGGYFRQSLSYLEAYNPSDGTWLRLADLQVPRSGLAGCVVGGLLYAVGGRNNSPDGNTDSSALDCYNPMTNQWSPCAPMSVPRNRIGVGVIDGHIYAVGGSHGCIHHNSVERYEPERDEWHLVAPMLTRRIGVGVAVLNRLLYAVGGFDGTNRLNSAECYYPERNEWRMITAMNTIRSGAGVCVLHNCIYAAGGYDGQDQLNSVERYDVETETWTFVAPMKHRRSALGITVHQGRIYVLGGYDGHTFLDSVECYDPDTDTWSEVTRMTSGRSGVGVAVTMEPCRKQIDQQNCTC
MOR-DOR inv ag: mu-delta opioid heterodimer inverse agonism; AID 504357; 340,000 tested, 0.21% active; P35372+P41143; cell-based MOR-DOR heterodimer luminescence; inhibition, % at 9.3 µM; in the data active means inhibition above about 22%, passing the limit was not always enough;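 further: 0% = cells with DMSO and 100% = wells without cells with DMSO; values of inactives mirror those of a sister screen read the other way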
Cardiac RTF inh: cardiac RTF calcium desensitization; IANBD-labeled cardiac RTF, Ca2+ fluorescence; inhibition, % at 7.15 µM; 340,000 tested, 0.12% active;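 active means inhibition above the mean inhibition of all tested compounds plus 3 SD, cut at about 17% in these data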;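 further: assay run at fixed EC70 calcium of 1.6 mM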
Arr AP2 block: human beta-arrestin and AP2 interaction inhibition. 340,000 tested, 0.31% active. FITC-arrestin peptide / GST-AP2 beads, flow cytometry; AP2 beta2 appendage carries R879A mutation. inhibition, % at 10 µM. AID 504490;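 active means inhibition above a set limit, near 3 SD of compounds lacking own fluorescence, cut at about 54% in these data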;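 further: plate controls were DMSO wells for no effect and 5 µM unlabelled arrestin peptide for full effect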
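test system = AP2 appendage R879A on GSH beads | buffer or medium = PBS plus Tween 20 (0.05%) and BSA (0.1%) | incubation = 12 min plus 1 h, RT | detection = bead flow cytometry, FITC channel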
OPRM1-OPRD1 ag: agonists of human mu-delta opioid receptor heterodimerization. activation, % at 9.3 µM. P35372+P41143. 340,000 tested, 0.3% active. cells, OPRM1-OPRD1 heterodimerization, luminescence; in the data active means activation above about 18%;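 further: 0% = vehicle-treated cells and 100% = reference agonist; values of inactives mirror those of a sister screen read the other way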
V-ATPase pHluor: regulators of yeast V-ATPase proton transport | S. cerevisiae, pHLuorin cytosolic pH fluorescence | response, % at 10 µM | 350,000 tested, 0.37% active | AID 504577; in the data active means response mostly above about 7.3%, no sharp cut-off; inactive means mostly below about 5.4%; further: actives read high; inactives centre near 0; some compounds called inactive have numbers as strong as hits; reference of the scale not given here
The depositor's hits bear a star; · = no result given.

SMILES	RTF Ca sens act	Wnt bcat act	Pemphigus Ab inh	LANA DNA inh	Keap1-Nrf2 PPI	MOR-DOR inv ag	Cardiac RTF inh	Arr AP2 block	OPRM1-OPRD1 ag	V-ATPase pHluor
COc1ccc(CNc2ncnc3ccccc23)cc1	12	-9	·	0.9	-5	-4	0	2	0.7	0
CC(=O)N=C1C=CC(=CN(O)C(C)(C)Cc2ccccc2)C=C1	1	-3	101	-1.7	-4	-1	8	29	0.1	4
CCc1nnc(-n2nc(C)cc2-c2ccccc2)n1N	-4	1	·	-1.3	0	0	-4	2	0.0	2
O=C(COC(=O)c1ccc(NS(=O)(=O)c2cccs2)cc1O)NCc1ccccc1	9	-1	·	0.4	-4	-4	-13	3	1.0	3
COc1cccc(CN(C)C(=O)COc2cccc3c2OC(C)(C)C3)c1OC	6	-2	101	0.2	-5	11	4	-4	-2.2	-2
CCc1cccc(NC(=O)Cn2c(=O)oc3cc(S(=O)(=O)N4CCOCC4)ccc32)c1	0	-1	101	0.8	-7	10	-2	5	-1.7	-1
O=C(CCn1cccn1)N1CCCC(N2CCN(c3cccc(Cl)c3)CC2)C1 (stereo not drawn)	-6	2	106	0.5	1	6	-9	6	-1.1	4
CCOC(=O)C1CCCN(c2c(NCC3CCCN3CC)c(=O)c2=O)C1 (stereo not drawn)	-1	-1	104	-2.1	-1	-26	-2	4	4.7	-1
COc1ccc(CNC(=O)Nc2ccccc2)cc1	-1	29	102	0.0	-2	16	-5	14	-3.0	-2
O=C(O)CN1C(=O)C(=O)N(Cc2ccc(C(F)(F)F)cc2)C1=O	-2	2	95	0.0	-1	28	-2	36	-6.0	2
CCc1nnc(NC(=O)c2ccc(S(=O)(=O)N(CC(C)C)CC(C)C)cc2)o1	-7	·	105	0.4	1	-8	7	29	1.4	-6
COc1ccc(CCNC(=O)Cc2ccc(NS(=O)(=O)c3ccc(F)cc3)cc2)cc1OC	4	-3	107	-2.2	-2	-2	-6	1	0.6	-3
Cn1c2ccccc2c2c(C(=O)N3CCN(C(=O)c4ccco4)CC3)cn(C3CCCCC3)c(=O)c21	4	20	98	0.3	-2	-1	-8	0	0.2	-1
CC(C)(C)c1cc(Br)ccc1OCC(=O)Nc1ncn[nH]1	-1	·	99	1.2	-1	0	5	-23	0.1	1
CC(=O)Oc1cccc(N2C(=O)C3C(C2=O)C2C=CC3C23CC3)c1 (stereo not drawn)	1	·	·	3.2	0	12	5	-7	-1.9	1
CC1CCCCC1NC(=O)COC(=O)c1ccc(N(C)C)cc1 (stereo not drawn)	3	3	·	-3.4	-3	7	-5	0	-1.2	0
CCOC(=O)c1cccc(NS(=O)(=O)c2c(C)[nH]c(C)c2C(=O)N2CCCC2)c1	-4	-1	110	0.8	-8	13	5	-1	-2.5	1
CC(C)CC(=O)Nc1ncnc2c1C(=O)CC(C)(C)C2	2	·	103	-0.6	-1	3	5	6	-0.5	-3
O=C(Cn1ncc2c(=O)oc3ccccc3c21)NC1CC1	0	·	94	0.1	-4	0	0	6	0.0	0
CNc1nc(N(C)C)nc(N(C)C)n1	0	-2	194	-3.4	-2	5	6	4	-0.9	1
CN(C(=O)c1cc(S(=O)(=O)N2CCOCC2)cs1)c1ccccc1	1	1	113	-2.4	-7	14	-8	1	-2.7	4
CCc1ccc(N(CC)c2ncnc3nc[nH]c23)cc1	-4	-2	106	-1.1	-3	19	-5	8	-3.6	4
COc1ccc(CN2CCNC(=O)C2CC(=O)N(Cc2nccn2C)C(C)C)c(OC)c1 (stereo not drawn)	5	9	82	0.3	-4	4	-4	39	-0.7	-2
c1ccc(CCc2cc3ccccc3[nH]2)cc1	-1	13	88	1.9	0	-40	-4	3	7.1	1
Cc1cccc(CN2CCCC(C(=O)Nc3ccc(-c4cscn4)cc3)C2)c1 (stereo not drawn)	3	0	107	-2.4	-1	-17	-15	-4	3.1	-1
CC(CCc1ccccc1)NC(=O)c1cccs1 (stereo not drawn)	-6	-3	108	0.0	0	-2	-3	-1	0.3	5
CC(=O)Nc1ccc(NC(=O)C(C)OC(=O)CCC2CCCCC2)cc1 (stereo not drawn)	0	-1	110	0.6	-1	5	2	-4	-1.0	2
Cc1noc(C)c1COC(=O)C1(c2cccc(F)c2)CCCC1	1	·	103	-0.1	-2	-38	-6	26	7.0	-2
O=S(=O)(c1ccc(F)cc1)N1CCN(Cc2ccccc2C(F)(F)F)CC1	6	·	·	-1.0	4	4	5	23	-0.7	0
COc1ccc(CNC(=S)Nc2ccccc2-c2ccccc2)cc1	1	·	117	-1.0	-4	0	-8	4	-0.1	2
O=C(O)Cn1c(=O)n(Cc2ccccc2)c2ccccc21	-4	-3	110	2.0	-3	5	-2	39	-1.0	3
CCCCc1nnc(NC(=O)c2nc3nccc(C)n3n2)s1	0	-2	103	-0.8	-3	10	4	0	-2.0	-1
CCCOc1cccc(C(=O)N/N=C/c2ccoc2)c1	-3	4	102	-1.8	-7	19	3	29	-3.5	0
CC1CCCN(c2ccc(C(=O)NCc3ccc4c(c3)OCO4)cc2[N+](=O)[O-])C1 (stereo not drawn)	5	-6	105	1.7	-3	-20	-7	-25	3.6	-1
CC1CCc2c(sc3nc4n(c(=O)c23)CCS4)C1 (stereo not drawn)	-1	18	103	-0.8	0	-13	-2	-4	2.9	1
COc1cc(/C=C/C(=O)OCC(=O)NC2CCS(=O)(=O)C2)ccc1O (stereo not drawn)	4	·	105	0.0	-5	12	-16	-16	-2.7	1
CC(C)OCC(O)CS(=O)Cc1ccccc1 (stereo not drawn)	0	·	94	1.6	-3	2	2	4	-0.3	0
COc1ccc(-c2cc3nc(C4CCN(C(=O)OC(C)(C)C)CC4)c(C(=O)O)cn3n2)cc1	-1	-1	99	0.7	2	11	-2	-1	-2.1	-1
CC(C)(C)OC(=O)COc1cc(O)c2c(=O)cc(-c3ccccc3)oc2c1	-2	-1	96	-0.4	-6	-3	4	16	0.4	-1
Cc1cc(C)c(NC(=O)COC(=O)C2=COCCO2)c(Cl)c1	-3	1	103	0.8	-2	-7	-6	32	1.1	2
CCCCn1cnc2c(SCc3cccc(F)c3)nc(N)nc21	3	0	107	2.1	-1	9	-16	5	-1.7	2
COc1ccccc1-n1c(CNC(=O)c2ccco2)nnc1SCC(=O)Nc1ccc(F)cc1	-4	·	84	0.5	0	10	4	4	-1.6	1
Cc1ccc(NC(=O)c2ccc([N+](=O)[O-])cc2)cc1S(=O)(=O)N(C)C	-1	-1	100	1.2	-5	-29	2	32	5.5	3
COc1ccc(/C=C/c2c([N+](=O)[O-])c(=O)n(C)c(=O)n2C)cc1OC	-1	·	104	-1.0	-11	6	-13	-7	-1.0	-4
O=C(C/C=N/OCc1c(Cl)cccc1Cl)c1ccc(Cl)cc1	-2	·	102	-1.5	-5	11	-1	4	-2.2	0

Entries from the list above that have an aryl methoxy group (10):
SMILES	RTF Ca sens act	Wnt bcat act	Pemphigus Ab inh	LANA DNA inh	Keap1-Nrf2 PPI	MOR-DOR inv ag	Cardiac RTF inh	Arr AP2 block	OPRM1-OPRD1 ag	V-ATPase pHluor
COc1ccc(CNc2ncnc3ccccc23)cc1	12	-9	·	0.9	-5	-4	0	2	0.7	0
COc1cccc(CN(C)C(=O)COc2cccc3c2OC(C)(C)C3)c1OC	6	-2	101	0.2	-5	11	4	-4	-2.2	-2
COc1ccc(CNC(=O)Nc2ccccc2)cc1	-1	29	102	0.0	-2	16	-5	14	-3.0	-2
COc1ccc(CCNC(=O)Cc2ccc(NS(=O)(=O)c3ccc(F)cc3)cc2)cc1OC	4	-3	107	-2.2	-2	-2	-6	1	0.6	-3
COc1ccc(CN2CCNC(=O)C2CC(=O)N(Cc2nccn2C)C(C)C)c(OC)c1 (stereo not drawn)	5	9	82	0.3	-4	4	-4	39	-0.7	-2
COc1ccc(CNC(=S)Nc2ccccc2-c2ccccc2)cc1	1	·	117	-1.0	-4	0	-8	4	-0.1	2
COc1cc(/C=C/C(=O)OCC(=O)NC2CCS(=O)(=O)C2)ccc1O (stereo not drawn)	4	·	105	0.0	-5	12	-16	-16	-2.7	1
COc1ccc(-c2cc3nc(C4CCN(C(=O)OC(C)(C)C)CC4)c(C(=O)O)cn3n2)cc1	-1	-1	99	0.7	2	11	-2	-1	-2.1	-1
COc1ccccc1-n1c(CNC(=O)c2ccco2)nnc1SCC(=O)Nc1ccc(F)cc1	-4	·	84	0.5	0	10	4	4	-1.6	1
COc1ccc(/C=C/c2c([N+](=O)[O-])c(=O)n(C)c(=O)n2C)cc1OC	-1	·	104	-1.0	-11	6	-13	-7	-1.0	-4

Gathered by group, the entries above containing an aryl thioether with sulfur outside any ring.
SMILES	RTF Ca sens act	Wnt bcat act	Pemphigus Ab inh	LANA DNA inh	Keap1-Nrf2 PPI	MOR-DOR inv ag	Cardiac RTF inh	Arr AP2 block	OPRM1-OPRD1 ag	V-ATPase pHluor
CCCCn1cnc2c(SCc3cccc(F)c3)nc(N)nc21	3	0	107	2.1	-1	9	-16	5	-1.7	2
COc1ccccc1-n1c(CNC(=O)c2ccco2)nnc1SCC(=O)Nc1ccc(F)cc1	-4	·	84	0.5	0	10	4	4	-1.6	1
